RBBP9 inhibitor: inhibitors of human serine hydrolase RBBP9; O75884; recombinant RBBP9, FP-Rh probe fluorescence polarization; inhibition, % at 7.94 µM; 220,000 compounds, 0.2% hits; AID 1515;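 active means inhibition above the campaign mean of all tested compounds plus 3 SD, cut at about 14% in these data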;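 further: plate controls were DMSO wells with RBBP9 for no effect and wells lacking RBBP9 protein for full effect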
Target sequence (O75884 whole entry, looked up): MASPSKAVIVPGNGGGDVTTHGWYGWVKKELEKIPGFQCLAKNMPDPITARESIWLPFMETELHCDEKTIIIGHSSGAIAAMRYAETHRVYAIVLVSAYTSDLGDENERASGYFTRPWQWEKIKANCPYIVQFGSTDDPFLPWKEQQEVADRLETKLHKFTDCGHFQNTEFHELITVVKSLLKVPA
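System: RBBP9 protein / Quantity: 2.5 µM RBBP9 dispensing solution, before mixing / Also added: Serine-hydrolase probe FP-Rh, 375 nM pre-mixing / Dosing: 7.94 µM single dose, 0.794% DMSO / Timing: enzyme-compound preincubation 30 min, then probe labeling 45 min, 25 °C / Signal: FP readout at 525/598 nm / Controls: DMSO-treated enzyme wells and wells lacking RBBP9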
Runt-SMMHC FRET: blocks binding of human RUNX1 Runt domain to CBFb-SMMHC; Cerulean-Runt/Venus-CBFb-SMMHC FRET ratio 530/480, 1 h; inhibition, % at 20 µM; 220,000 compounds, 0.74% hits; AID 1434;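 active means mean inhibition across duplicate retests at 20 µM reaching about 50%, limit read from the data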;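 further: 0% = DMSO wells and 100% = wells with excess untagged CBFb-SMMHC; inhibitors lower the FRET ratio by blocking Runt binding to CBFb-SMMHC; some results filed as inactive read as strong as hits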
NCF1 inh: p47phox (human) inhibition; P14598; p47phox/p22phox peptide binding, fluorescence polarization, 2 h; inhibition, % at 24.7 µM; 220,000 compounds, 0.53% hits; AID 1274;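 active means inhibition above about 30%, limit read from the data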;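 further: 0% = p47phox with labelled peptide and 100% = labelled peptide alone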
m-calpain inh: calpain II (pig) inhibition. AID 1236. 220,000 compounds, 0.37% hits. purified calpain II, fluorogenic peptide substrate, 30 min. inhibition, % at 16 µM;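 active means inhibition above about 50%, limit read from the data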
p97 ATPase inh: human p97 ATPase inhibition; P55072; recombinant p97 ATPase, Kinase-Glo ATP luminescence, 3 h; inhibition, % at 8 µM; 220,000 compounds, 0.42% hits; in the data active means inhibition above about 15%;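 further: 0% = DMSO vehicle and 100% = wells lacking enzyme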
TbHK1 inh: blocks Trypanosoma brucei hexokinase 1 activity; inhibition, % at 10 µM; 220,000 compounds, 0.11% hits; AID 1430; recombinant TbHK1, G6PDH-coupled NADH A340;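 active means inhibition of 50% or more in the single-dose primary screen; inactive means inhibition below 50%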
EBV gp42 block: EBV gp42 inhibition. Q1HVG2. Fluorescence polarization binding assay, mP read-out. inhibition, % (tested at 21.74 µM). 220,000 compounds, 0.42% hits; in the data active means inhibition above about 50%
Target sequence (Q1HVG2 whole entry, looked up): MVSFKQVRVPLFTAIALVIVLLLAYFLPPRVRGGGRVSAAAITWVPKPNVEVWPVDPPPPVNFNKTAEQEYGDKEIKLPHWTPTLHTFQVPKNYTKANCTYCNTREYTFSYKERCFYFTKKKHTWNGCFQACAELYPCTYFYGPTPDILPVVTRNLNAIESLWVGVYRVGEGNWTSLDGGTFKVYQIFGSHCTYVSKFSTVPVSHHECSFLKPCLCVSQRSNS
Runt-CBFb FRET: Runt domain-CBFb interaction inhibition. Cerulean-Runt/Venus-CBFb FRET ratio 530/480, 1 h. AID 1496. inhibition, % at 20 µM. 220,000 compounds, 0.46% hits. Q01196+Q13951;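 active means inhibition over about 50% at 20 µM in the single-dose screen, limit read from the data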;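 further: 0% = DMSO wells and 100% = excess unlabeled CBFb competitor control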
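Assay system: Cerulean-tagged RUNX1 Runt domain (FRET donor) fusion protein / Amount: 100 nM each of Venus-CBFb and Cerulean-Runt domain / Medium: Tris buffer pH 7.5 with salts and BSA / Also added: Venus-CBFb 100 nM / Schedule: 1 h complex formation plus 1 h compound treatment, room temperature / Signal: FRET fluorescence / Read-out: loss of energy transfer signal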
Furin inh: inhibitors of human furin; P09958; purified furin, fluorogenic substrate cleavage; inhibition, % at 30 µM; 220,000 compounds, 0.061% hits; AID 463115; in the data active means inhibition above about 25%; further: inactives centre near -15
Target sequence (P09958 108-714 limits assumed): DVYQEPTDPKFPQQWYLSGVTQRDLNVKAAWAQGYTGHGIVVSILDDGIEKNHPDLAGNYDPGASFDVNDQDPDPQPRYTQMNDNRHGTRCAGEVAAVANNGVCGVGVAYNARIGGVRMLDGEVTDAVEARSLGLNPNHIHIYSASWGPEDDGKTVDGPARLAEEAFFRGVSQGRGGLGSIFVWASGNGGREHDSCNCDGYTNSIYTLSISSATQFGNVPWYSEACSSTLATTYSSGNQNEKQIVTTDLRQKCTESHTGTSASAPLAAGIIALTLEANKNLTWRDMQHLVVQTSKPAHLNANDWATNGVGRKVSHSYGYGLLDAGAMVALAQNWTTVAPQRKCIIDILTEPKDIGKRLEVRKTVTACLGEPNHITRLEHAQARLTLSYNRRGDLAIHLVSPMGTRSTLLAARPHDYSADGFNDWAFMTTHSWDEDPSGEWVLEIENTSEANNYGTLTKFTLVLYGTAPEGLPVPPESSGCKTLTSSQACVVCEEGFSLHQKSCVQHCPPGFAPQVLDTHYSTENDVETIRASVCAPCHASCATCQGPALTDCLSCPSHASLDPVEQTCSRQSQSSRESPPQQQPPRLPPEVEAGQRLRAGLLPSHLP
Numbers without * were called inactive; · = not tested or not shown; [ ] = another dose, or the depositor's remark.

A first look (2 entries):
entry	p97 ATPase inh	NCF1 inh	TbHK1 inh	RBBP9 inhibitor	Runt-SMMHC FRET	Runt-CBFb FRET	Furin inh	m-calpain inh	EBV gp42 block	molecule
1	-6	0	2	-6	-2	0	6[20 µM]	-10	-21	COC(=O)C1CSC(C(=O)OC)N1C(=O)Nc1ccc(Cl)c(Cl)c1 (stereo not given)
2	-4	0	6	-8	2	-1	-2	26	21	CN(C)S(=O)(=O)c1ccc(NC=O)cc1

All compounds of this part, previewed entries included:
entry	p97 ATPase inh	NCF1 inh	TbHK1 inh	RBBP9 inhibitor	Runt-SMMHC FRET	Runt-CBFb FRET	Furin inh	m-calpain inh	EBV gp42 block	molecule
1	-6	0	2	-6	-2	0	6[20 µM]	-10	-21	COC(=O)C1CSC(C(=O)OC)N1C(=O)Nc1ccc(Cl)c(Cl)c1 (stereo not given)
2	-4	0	6	-8	2	-1	-2	26	21	CN(C)S(=O)(=O)c1ccc(NC=O)cc1
3	8	-58	-20	-2	-37	-2	-5[20 µM]	-134	35	Nc1c(C(=O)Nc2nc3ccccc3s2)sc2nc(-c3cccs3)ccc12
4	2	-6	-15	0	2	-1	1[20 µM]	12	-20	O=C(CSc1nc(-c2ccccc2)cc(C(F)(F)F)n1)N1CCOCC1
5	13	-4	1	5	1	-1	-21	11	-18	CC(OC(=O)CCCN1C(=O)c2ccccc2C1=O)C(=O)Nc1ncc(Cl)cc1Cl (stereo not given)
6	-8	16	1	-11	-1	-2	-26	21	9	COc1c(Cl)cc(Br)c(OC)c1C(=O)NC(=O)Nc1nc(C)cc(C)n1
7	3	-2	-1	-9	1	-3	-17	-17	2	Cc1ccc(C(=O)CSc2nnc(-c3ccncc3)n2C)cc1
8	6	-13	-4	-1	-2	0	-21	7	-29	O=C(O)c1cc(-c2cccnc2)nc2ccccc12
9	-3	-8	-11	-3	6	4	-22	2	-11	CCOC(=O)c1c(C)n(C)c2cc(-c3cccc(C(F)(F)F)c3)c(O)cc12
10	-3	-4	-18	-13	-1	1	-9	-13	12	COc1ccc(NC(=O)CSc2ccccn2)c([N+](=O)[O-])c1
11	1	-15	-18	-2	-6	-6	0[20 µM]	-22	-17	CCOc1cccc(N2C(=O)CC(N3CCN(c4nc5ccccc5s4)CC3)C2=O)c1 (stereo not given)
12	7	5	3	6	1	0	-10	-20	-6	CCCNC(=O)C1CC(=O)N(c2ccc(OCC(=O)Nc3cccc(C)c3C)cc2)C1 (stereo not given)
13	1	-13	-6	-6	-1	4	-23	9	-3	CN(/N=C/c1ccc2c(c1)OCO2)c1ccccc1
14	-3	-2	-16	-6	-5	1	-9[20 µM]	16	-4	Cc1cccc(N2CCN(Cc3oc(CO)cc(=O)c3O)CC2)c1C
15	-4	-8	-10	-4	-12	-4	-4	13	-10	COc1ccc(OC)c(/C=C/C(=O)NC2=NCCS2)c1

entry	p97 ATPase inh	NCF1 inh	TbHK1 inh	RBBP9 inhibitor	Runt-SMMHC FRET	Runt-CBFb FRET	Furin inh	m-calpain inh	EBV gp42 block	molecule
16	-1	-6	-4	-4	2	2	-13[20 µM]	-17	-14	COc1ccc(N(CC(=O)N2CCc3ccccc3C2)S(C)(=O)=O)cc1
17	-5	-22	-26	-4	-7	-3	13	-83	-23	N#Cc1cnc(Nc2nc3ccccc3o2)nc1-c1ccccc1
18	4	5	3	2	0	-2	-21	-22	-19	COc1cccc(C2(O)CCN(C(=O)C3CCC3)CC2)c1
19	-2	-1	-8	-2	4	1	-26	22	-3	O=C(CCC1CCCCC1)Nc1c[nH]c(=O)[nH]c1=O
20	0	-16	-7	-2	2	-6	-30	-418	19	COc1ccccc1-n1c(N)c(C(=O)NCC2CCCO2)c2nc3ccccc3nc21 (stereo not given)
21	-4	-1	-1	-10	-2	-2	-15[20 µM]	25	-5	O=C(Nc1ccccc1F)c1ccc(COc2ccc(Cl)cc2Cl)o1
22	-4	1	-4	-9	5	2	-15	-27	2	Cc1cccc(C)c1NC(=S)N(CCCN1CCN(C)CC1)Cc1cccs1
23	4	-3	4	-2	0	2	-26[20 µM]	-8	-5	COc1ccccc1C(O)Cc1nc2ccccc2n1C (stereo not given)
24	2	-4	4	8	-2	0	-22[20 µM]	13	3	O=C(c1cccs1)N1CCN=C1SCc1ccccc1
25	-2	-16	1	-8	3	3	-2[20 µM]	-41	-29	CCOc1ccccc1N1CCN(C/C=C/c2ccc(N(C)C)cc2)CC1
26	8	-11	23	1	-9	-8	-15[20 µM]	-101	-15	CCc1ccc(NC(=O)C(CC)Sc2nc3cc4c(cc3c(=O)n2Cc2ccco2)OCO4)cc1 (stereo not given)
27	-2	0	-4	-8	3	-2	-11	-18	-11	Cc1nn(Cc2ccccc2Cl)c2sc(C(=O)Nc3nccs3)cc12
28	1	-6	-21	0	0	2	-17	16	-9	COC(=O)/C(N=Nc1c(C)n(C)n(-c2ccccc2)c1=O)=C(\C)O
29	2	-3	-4	6	-12	1	-8	-373	-8	COC(=O)c1c(C)nc2nonc2c1N
30	-1	2	0	6	0	0	-30	-6	3	c1ccc(Cc2noc(CN3CCN(CCOc4ccccc4)CC3)n2)cc1

The last four compounds of the part above come first, to join the parts:
entry	p97 ATPase inh	NCF1 inh	TbHK1 inh	RBBP9 inhibitor	Runt-SMMHC FRET	Runt-CBFb FRET	Furin inh	m-calpain inh	EBV gp42 block	molecule
27	-2	0	-4	-8	3	-2	-11	-18	-11	Cc1nn(Cc2ccccc2Cl)c2sc(C(=O)Nc3nccs3)cc12
28	1	-6	-21	0	0	2	-17	16	-9	COC(=O)/C(N=Nc1c(C)n(C)n(-c2ccccc2)c1=O)=C(\C)O
29	2	-3	-4	6	-12	1	-8	-373	-8	COC(=O)c1c(C)nc2nonc2c1N
30	-1	2	0	6	0	0	-30	-6	3	c1ccc(Cc2noc(CN3CCN(CCOc4ccccc4)CC3)n2)cc1
31	6	-29	-23	-4	32	6	-16	-27	-13	CCOC(=O)c1ccc(N2CSC3=C(C#N)C(c4cccs4)CC(=O)N3C2)cc1 (stereo not given)
32	-4	-23	-8	-7	1	-2	-11[20 µM]	14	-2	CCN(CC)S(=O)(=O)c1cc(NC(=O)COC(=O)CCc2nc3ccccc3s2)ccc1C
33	0	-3	7	5	-1	1	-17[20 µM]	30	5	O=C(CNC(=O)c1ccco1)NCC(=O)OCc1ccc(C(=O)Oc2ccc(Cl)cc2)cc1
34	3	3	-7	0	28	27	-22	-33	-12	COC(=O)C1=C(C(=O)OC)C(c2ccc(OC)c(OC)c2)c2sc(=O)[nH]c2S1 (stereo not given)
35	4	-1	2	-1	3	-1	-14	0	-18	Cn1c(Cn2c(=O)sc3ccccc32)nnc1SCC(=O)Nc1ccccc1
36	2	-1	29	8	31	7	-11	-286	-10	Cc1c(Cl)c(=O)oc2cc(OCC(=O)NCc3cccs3)ccc12
37	-5	-3	24	5	2	-4	-11	-2	-14	COC(=O)Cc1ccc2sc(-c3ccccc3)nc2c1
38	1	-1	-7	-2	-4	4	-5	5	-18	CCC(=O)N/C(=N/c1nc(C)cc(C)n1)Nc1ccccc1
39	2	-29	9	-6	1	1	-26	0	-1	Cc1ccc2nc(SCC(=O)Nc3cccc(S(=O)(=O)N(C)C)c3)[nH]c2c1
40	0	1	-10	-4	0	-2	-21	-5	-2	Cc1ccc(/C(N)=N/OC(=O)CCC2CCCC2)cc1
41	7	-9	-1	-2	-4	0	-29	-34	-11	Cc1nn(C)c(Cl)c1CN1CCCC(CCC(=O)NCc2ccccc2F)C1 (stereo not given)
42	-1	-5	3	5	-2	-2	-13	-2	-24	CC1Cn2c(COc3ccccc3)nnc2S1 (stereo not given)
43	-6	-9	2	-7	-1	-5	-6[20 µM]	-27	3	Cc1cc(Br)ccc1NC(=O)CCSc1ccccc1
44	-5	-6	-14	-7	-4	-1	-21	5	7	Cc1ccnc(NC(=O)CN(C)S(=O)(=O)c2cccc3nsnc23)c1
45	4	-3	-6	11	-1	1	-31	-12	-14	CCOc1c(CNCc2ccc(C(=O)O)cc2)cccc1OC

entry	p97 ATPase inh	NCF1 inh	TbHK1 inh	RBBP9 inhibitor	Runt-SMMHC FRET	Runt-CBFb FRET	Furin inh	m-calpain inh	EBV gp42 block	molecule
46	2	-17	-16	-1	0	2	-22[20 µM]	-4	-3	CC(=O)Nc1ccc(NS(=O)(=O)C(F)(F)F)cc1
47	2	-11	-5	5	2	2	-23	-22	-15	COc1ccccc1N1CCN(C(CNC(=O)c2ccco2)c2cccnc2)CC1 (stereo not given)
48	-7	-7	1	-2	-1	0	-4	16	-9	O=C(COc1ccc(Br)cc1F)N1CCN(c2ncccn2)CC1
49	4	-20	-9	-3	5	-1	-14	24	-3	Cc1cccc2cc(CN(C(=S)NCC(C)C)C3CCCC3)c(=O)[nH]c12
50	2	-11	2	-8	2	0	-20[20 µM]	0	-7	CN(c1ccc(C(=O)NC2CC3CCC2C3)cc1)S(C)(=O)=O (stereo not given)
51	6	-4	0	-9	2	0	-14	-27	4	COc1ccc2cc(CN(Cc3cccnc3)S(=O)(=O)c3ccccc3)c(=O)[nH]c2c1
52	1	-5	-2	1	2	2	-35	-22	-6	CC(=O)c1ccc(NC(=O)CSc2nc(=O)cc(N)n2-c2ccccc2)cc1
53	1	-4	-13	-3	64*	32	-28	-78	-2	COCCCNC(=S)NCCNc1nc2c(C)c(C)ccc2cc1C#N
54	0	-6	-24	-6	-1	-3	-15	-31	-6	CCN(CC)S(=O)(=O)c1ccc(N2CCCCC2)c(NC(=O)/C=C/c2cc(OC)c(OC)c(OC)c2)c1
55	-6	8	-20	-3	-4	-6	-13	-106	16	Cc1nc(N2CCCCC2)c2c(C)c(C(=O)Nc3cccc(C(F)(F)F)c3)sc2n1
56	-3	4	-3	2	2	-2	-15[20 µM]	-26	-22	CS(=O)(=O)N1CCN(C/C=C/c2ccccc2)CC1
57	-1	-2	-5	-6	1	1	-16	-4	1	O=C(CSc1nc2ccsc2c(=O)n1Cc1ccccc1)NCC1CCCO1 (stereo not given)
58	·	-14	0	·	2	2	-15	-1	-18	COCCN1C(=O)N[C@@H](CCc2ccccc2)[C@H](C(C)=O)[C@H]1C
59	-2	3	-12	-4	-3	-6	-14	-85	-8	Cc1cc(C)cc(NC(=S)N(Cc2cccc(Br)c2)CC2CCC(C(=O)O)CC2)c1 (stereo not given)
60	-3	-7	-6	-2	2	-2	-5[20 µM]	-130	11	Cc1ccc(S(=O)(=O)N/N=C/c2ccc(OS(=O)(=O)c3ccc(C)c([N+](=O)[O-])c3)cc2)cc1

Screening results deposited in PubChem by several laboratories.
